# High-throughput results deposited in PubChem by National Center for Advancing Translational Sciences (NCATS).
# HTT ATP protect – protects HTT-Q103 PC12 cells, measured by ATP; PC12 HTT-Q103 induced, cytoprotection, ATP luminescence, 40 h; Potency, µM (top dose mostly 56.4 µM), for the others: cytoprotection (ATP increase), usual class: activators; actives 0.14% (n = 230,000); AID 1471;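 note: potency is the fitted concentration of half-maximal effect; % of control where 0% means no effect; nearly all actives have a fitted effect of over 45% in size; toxic huntingtin expression switched on by the ecdysone agonist tebufenozide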
#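 Huntington model: PC12 line, ecdysone-inducible HTTQ103 exon1–GFP, tebufenozide 100 nM. Test articles in a dose series. Endpoint luminescence from cellular ATP.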
# GAA glycogen mod – inhibitors or activators of human alpha-glucosidase glycogen cleavage. recombinant GAA, glycogen substrate, Amplex Red glucose oxidase fluorescence. AID 2100. actives 0.38% (n = 300,000). Potency, µM (titrated, usually from 76.4 µM), for inactives: at the top dose activity change, negative = inhibition, actives largely listed as inhibitors;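 note: potency is the fitted concentration of half-maximal effect; 0% = full enzyme reaction and -100% = no-enzyme basal signal; the screen sought inhibitors and activators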
#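 Recombinant enzyme (4 nM final) with compounds titrated up to 77 uM and bovine liver glycogen (30 ug) in citrate pH 5.0, 0.01% Tween-20, 37 C 40 min. Released glucose detected by Amplex Red/glucose oxidase (Ex 573/Em 610); AC50 from Hill fits.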
# HTT aggregate – reduces HttQ103-GFP aggregates in PC12 cells; PC12 HttQ103-GFP aggregates, Acumen cytometry, 40 h; actives 1.1% (n = 220,000); Potency, µM (series often up to 46.1 µM), for the others: top-dose activity change, negative = inhibition, actives largely listed as inhibitors; note: potency is the fitted concentration of half-maximal effect; % is set by controls: 0 for no effect and ±100 for the full control effect; nearly all actives have a fitted effect of over 60% in size
#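 PC12 cells stably carrying ecdysone-inducible HTT exon 1 Q103–GFP were induced with tebufenozide (100 nM final) and treated with library compounds in titration. GFP aggregates in lysates were counted by laser scanning cytometry.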
# CBFb-RUNX1 inh – inhibitors of human CBF-beta and RUNX1 interaction | Q01196+Q13951 | AlphaScreen CBFb-His/RUNX1-biotin binding, biochemical | Potency, µM (titrated, usually from 59.8 µM), inactives show top-dose activity, negative = inhibition, most hits filed as inhibitors | 230,000 tested, under 10 active | AID 1477; note: % of control where 0% means no effect
# Target sequence (Q01196 whole entry, looked up): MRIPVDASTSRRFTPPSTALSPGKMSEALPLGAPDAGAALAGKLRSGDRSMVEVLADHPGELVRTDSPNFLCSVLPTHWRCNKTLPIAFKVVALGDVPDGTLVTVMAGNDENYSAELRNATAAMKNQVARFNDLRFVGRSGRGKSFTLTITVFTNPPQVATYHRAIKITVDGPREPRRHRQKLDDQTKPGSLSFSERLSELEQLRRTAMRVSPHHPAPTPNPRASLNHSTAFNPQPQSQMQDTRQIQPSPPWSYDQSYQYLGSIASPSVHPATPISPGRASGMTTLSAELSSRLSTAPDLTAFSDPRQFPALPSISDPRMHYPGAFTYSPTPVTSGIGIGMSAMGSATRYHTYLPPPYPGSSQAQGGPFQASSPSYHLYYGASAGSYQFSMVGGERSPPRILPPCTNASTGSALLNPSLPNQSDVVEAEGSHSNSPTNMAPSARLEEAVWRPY
# Target sequence (Q13951 whole entry, looked up): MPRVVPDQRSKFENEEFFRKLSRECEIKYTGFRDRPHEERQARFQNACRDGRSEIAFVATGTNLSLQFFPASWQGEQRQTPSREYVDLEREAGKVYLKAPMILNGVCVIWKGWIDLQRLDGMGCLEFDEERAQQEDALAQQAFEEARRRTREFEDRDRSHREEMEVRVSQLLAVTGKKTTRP
#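 CBF-beta (His) and RUNX1 (biotin), 30 nM each; 20 min preassociation; + compound, 15 min; + beads 50 ng each (Ni, streptavidin), 90 min; RT; AlphaScreen read.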
# LMNA splice mod – changes lamin A minigene splicing in HeLa cells. Potency, µM (doses to about 46.1 µM), without a hit: top-dose ratio change, negative = inhibition, hits mostly inhibitors. actives 0.01% (n = 200,000). HeLa LMNA splicing GFP/RFP minigene ratio, 48 h; active = well fitted inhibition curve with a large enough effect in the signal ratio, with a control signal flat, not every such curve was filed as active; inconclusive = small, poorly fitted or top-dose-only effect, or effect the other way, or a change in a side signal; the % refers to the signal ratio; note: potency is the fitted concentration of half-maximal effect; % is set by controls: 0 for no effect and ±100 for the full control effect
#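 S3 HeLa cells stably expressing lamin A-EGFP splicing minigene plus DsRed2, 600 cells/well, 48 h compound exposure at 37C. Laser-scanning cytometry; analysed as GFP (500-530 nm)/RFP (575-640 nm) total intensity ratio; 0.5% DMSO vehicle.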
# GAA inh – inhibitors of human lysosomal alpha-glucosidase; P10253; purified human GAA, 4-MU-alpha-glucoside fluorescence; Potency, µM (series often up to 76.9 µM), for inactives: at the highest dose activity change, negative = inhibition, hits mostly inhibitors; actives 0.005% (n = 200,000);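 note: potency is the fitted concentration of half-maximal effect; plate controls were uninhibited enzyme wells for no effect and no-enzyme background for full effect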
#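 qHTS format, compound range up to 77 uM. Human lysosomal enzyme at 4 nM, 400 uM 4-MU glucoside substrate, pH 5.0, 20 min room temperature; fluorescence after alkaline stop gives activity normalized to controls.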
# GAA spleen mod – inhibits or activates alpha-glucosidase in human spleen homogenate. P10253. human spleen homogenate, 4-MU-alpha-glucoside fluorescence. Potency, µM (doses to about 79.9 µM), for inactives: top-dose activity change, negative = inhibition, most hits filed as inhibitors. actives 0.006% (n = 240,000). AID 2112;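 note: potency is the fitted concentration of half-maximal effect; 0% = enzyme with vehicle and -100% = no enzyme basal signal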
#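 Human spleen homogenate (1 ug) incubated with compounds and 1 mM 4-methylumbelliferyl-alpha-D-glucopyranoside in pH 5.0 citrate/phosphate buffer, 37 C, 40 min. Stopped at pH 10; 4-MU fluorescence (Ex 365/Em 440 nm); AC50 by Hill fit.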
# Numbers without * were called inactive; ? = inconclusive; . = no result given; [ ] = another dose, or the depositor's remark. Unless noted, calls come from the whole dose curve; as a rule, active = well fitted curve in the direction sought with a large enough effect; inconclusive = small, poorly fitted or top-dose-only effect, or another doubt; inactive = no such curve, though single readings can be large; an effect the other way counts as inactive or inconclusive.
SMILES,HTT ATP protect,GAA glycogen mod,HTT aggregate,CBFb-RUNX1 inh,LMNA splice mod,GAA inh,GAA spleen mod
O=C(O)c1cccc2c(-c3ccccc3)c(-c3ccccc3)[nH]c12,3%[10 µM],-2%,-8%[9.22 µM],-24%,.,.,-26%
CSCC[C@H](Nc1ncnc2sc(C)c(C)c12)C(=O)O,18%,7%,-9%[9.22 µM],0%,4%,-6%,-3%
CCCn1c(N)c(C(=O)COC(=O)c2c(C)noc2C)c(=O)n(C)c1=O,-23%[10 µM],-18%,-4%,1%,1%,0%,2%
COc1cc2c(c(O)c1OC)-c1c(cc(OC)c(OC)c1O)[C@@H](OC(=O)c1ccccc1)[C@@](C)(O)[C@@H](C)[C@@H]2OC(C)=O,-9%[10 µM],2%,-34%[9.22 µM],5%,.,.,4%
Cc1ccc(NC(=O)CS(=O)(=O)c2cn(C)c3ccccc23)c(C)c1,4%[10 µM],-1%,-9%[9.22 µM],2%,.,.,2%
COc1ccc(CCNS(=O)(=O)c2cccc(C(=O)O)c2)cc1OC,-12%,6%,?,10%,9%,2%,5%
O=C(N/N=C\c1cc(Br)c(Br)o1)C1COc2ccccc2O1 (stereo not drawn),-12%[10 µM],2%,-21%[9.22 µM],-7%,-3%[46 µM],?,-3%
CCCCCCCCCCCCC(=O)N1CCCC[C@H]1CNC(=O)[C@@H](N)CCCCN,-31%[inhibitor],.,.,22%[21.7 µM],.,.,2%
COC(C(=O)Nc1c(F)cccc1F)c1ccccc1 (stereo not drawn),-26%,-23%,-5%,1%,23%[46 µM],12%,-8%
Cc1ccc(-n2ncc3c(=O)n(CC#N)cnc32)cc1,-6%,6%,-2%,-1%,5%,0%,-17%
COc1cccc(OCc2nnc(-c3cccs3)o2)c1,-8%,2%,-23%,10%,?,-14%[15.4 µM],-3%
CCOc1ccc(CCNC(=O)c2cccc(N3CCCC3=O)c2)cc1OCC,-16%,-13%,1%,3%,22%,4%,-1%
C[C@@H]1CCN=C(N)S1,?,.,.,15%[21.7 µM],.,.,11%
Cc1ccc(N2C(=O)N(CC(=O)NC(c3ccccc3)c3ccccc3)C(=O)C2C)cc1 (stereo not drawn),-27%,-5%,5%[9.22 µM],-1%,-8%,1%,-16%
O=C(COc1ccc(F)cc1Br)N1CCN(S(=O)(=O)/C=C/c2ccccc2)CC1,.,-17%,6%,3%,.,-9%,-10%

# Single values from the list.
# O=C(N/N=C\c1cc(Br)c(Br)o1)C1COc2ccccc2O1 (stereo not drawn) @ GAA spleen mod = -3%
# CSCC[C@H](Nc1ncnc2sc(C)c(C)c12)C(=O)O @ GAA spleen mod = -3%
# COc1cccc(OCc2nnc(-c3cccs3)o2)c1 @ CBFb-RUNX1 inh = 10%
# C[C@@H]1CCN=C(N)S1 @ GAA spleen mod = 11%

# More entries:
SMILES,HTT ATP protect,GAA glycogen mod,HTT aggregate,CBFb-RUNX1 inh,LMNA splice mod,GAA inh,GAA spleen mod
COc1cc(S(=O)(=O)n2ccnc2)ccc1Br,-8%,8%,-11%,-2%,16%[9.22 µM],0%,5%
Cc1cccc(Cn2nnc3c2C(=O)c2ccccc2C3=O)c1,-26%[10 µM],-5%,?,-1%,?,-6%,-2%
COc1ccc2oc(/C=C/N(C)C)c(C(=O)c3ccc(Cl)cc3)c2c1,1%,?,19%,-9%,?,8%,10%
COC(=O)Cn1nc(C)c2ccccc2c1=O,-21%[10 µM],9%,3%,-2%,-12%,-2%,0%
CC(=O)Nc1ccc(NC(=O)C2CCN(c3ccc(C(F)(F)F)cn3)CC2)cc1,-4%[10 µM],15%,-1%[9.22 µM],4%,.,9%,-3%
FC(F)(F)c1ccccc1C1C2=C(Nc3ncnn31)c1ccccc1CCC2 (stereo not drawn),1%,4%,5%,-1%,-8%,?,-6%
CC(=O)OC[C@@H]1O[C@@H](O/N=C2/C[C@@H](O)[C@@H](O)[C@@H]3[C@@H]4C(=O)N(C5CCCCC5)C(=O)[C@H]4CC[C@@H]23)[C@H](OC(C)=O)[C@H](OC(C)=O)[C@@H]1OC(C)=O,-6%[10 µM],.,.,6%[13.1 µM],.,.,-4%[17.4 µM]
COc1cccc(CN(Cc2cccnc2)S(=O)(=O)c2ccc(-n3cnnn3)c(C)c2)c1,-17%,-15%,1%,1%,?,-15%,1%
COCCOC(=O)c1c(C)nc(SCC(=O)Nc2ccc(C)cc2)c(C#N)c1-c1ccco1,-20%,10%,18%,1%,?,-8%,-1%
CC1CCCCC1NC(=O)c1nn(C)c(=O)c2ccccc12 (stereo not drawn),-20%[10 µM],3%,11%,21%,-5%,-3%,-1%
COc1ccc(C(=O)NCC(=O)OCC(=O)N2CC(C)CC(C)C2)cc1 (stereo not drawn),8%,4%,-7%,-1%,9%,-7%,-5%
C=CCn1c(SCN2C(=O)c3ccccc3C2=O)nc2ccc(Cl)cc2c1=O,9%[10 µM],1%,10%,3%,1%,-1%,-3%
c1cc(CNC23CC4CC(CC(C4)C2)C3)ccn1,.,20%,.,7%,-2%[46 µM],?,-5%
CCCCOc1ccc(Br)cc1CSC(=N)N,.,0%,?,19%,?,-3%,1%
CC(NC(=O)/C(C#N)=C/c1cccs1)c1ccccc1 (stereo not drawn),9%[10 µM],6%,-1%,-1%,-3%[46 µM],-6%,6%
O=C(COc1ccc(-c2ccccc2)cc1)N1CCCC1,31%[10 µM],1%,24%[9.22 µM],-4%,?,8%,-2%
CN(C)C(=O)N1CCN(C(=O)c2ccccc2Sc2ccccc2C#N)CC1,-13%,1%,1%,14%,9%,-10%,-4%
COc1ccc(C2CC(c3ccc4ccccc4c3)=NN2C(=O)COC(=O)C2CCC(=O)N2)cc1 (stereo not drawn),-52%,-5%,?,8%,?,-9%,2%
O=S(Cc1ccc(Cl)cc1)CC(O)COc1ccc(Cl)cc1 (stereo not drawn),13%[10 µM],2%,13%[9.22 µM],7%,-1%,5%,-12%
O=S(=O)(c1ccc2c(c1)OCCO2)N1CCC(c2nc3ccccc3s2)CC1,-8%,8%,2%,4%,?,-8%,-2%
COC(=O)c1ccc(N2Cc3ccccc3/C2=N\C(=O)Nc2ccccc2)cc1,-14%[10 µM],17%,?,-21%,-11%,-1%,-1%
CCc1oc(C(=O)O)cc1COC,6%[10 µM],0%,1%,-2%,6%,-2%,-6%
COc1cc(/C=C(\NC(C)=O)C(=O)Nc2ccccc2C)ccc1OC(C)=O,2%[10 µM],6%,0%,14%,-4%,-1%,-12%
COCCCNC(=O)CCc1nc2cccnc2n1Cc1ccccc1,-1%,5%,6%,5%,14%,?,-2%
O=C(O)Cn1c(CC(=O)N2CCCC2)nc2ccccc21,-4%[10 µM],3%,6%,4%,-8%,-9%,1%
COc1cccc(-c2nc(NCCc3c[nH]c4ccc(OC)cc34)c3ccccc3n2)c1,7%,.,.,.,?,.,2%
COc1ccccc1NC(=O)/C(=C/c1cccc([N+](=O)[O-])c1)c1ccccc1,17%[10 µM],-2%,0%,?,?,-7%,5%
O=C(Nc1ccc(N2CCOCC2)cc1N1CCOCC1)c1cccs1,-20%,-5%,1%,5%,2%,-7%,3%
Cc1ccc(-n2c(=O)c(C#N)cc3c(=O)n4ccccc4nc32)cc1,-5%[10 µM],-4%,-4%,-4%,-8%,?,9%
Cc1ccc(N/C=C/c2onc(C)c2[N+](=O)[O-])cc1,15%[10 µM],10%,9%[9.22 µM],-9%,.,.,-3%

# Three of the entries above in order of the GAA glycogen mod value, falling.
SMILES	GAA glycogen mod
COc1cc(/C=C(\NC(C)=O)C(=O)Nc2ccccc2C)ccc1OC(C)=O	6%
O=C(COc1ccc(-c2ccccc2)cc1)N1CCCC1	1%
CCc1oc(C(=O)O)cc1COC	0%

# Further compounds.
SMILES,HTT ATP protect,GAA glycogen mod,HTT aggregate,CBFb-RUNX1 inh,LMNA splice mod,GAA inh,GAA spleen mod
NC(=O)C1CCCN1 (stereo not drawn),-28%,-9%,25%,-3%,?,10%,4%
CCn1c(C)nc2cc(S(=O)(=O)Nc3ccc(C)cc3)ccc21,.,-13%,.,5%,.,4%,0%
FC(F)(F)c1ccccc1-c1cncnc1Nc1ccccc1,6%,.,.,.,12%,.,0%
CC(c1ccc(F)cc1)n1cc(C(=O)NCCN(C)C)nn1 (stereo not drawn),-1%[10 µM],-14%,-6%[9.22 µM],1%,13%[46 µM],?,-2%
Cc1ccc(/C=N\NC(=O)C2COc3cc4ccccc4cc3O2)o1 (stereo not drawn),-4%,0%,-8%,4%,-1%[0.0737 µM],2%,-3%
CCOC(=O)C1=C(C)NC(=O)NC1,-11%,8%,24%,-3%,6%,-3%,10%
Cc1ccc(Nc2nnc(SCC(=O)Nc3ccc(S(=O)(=O)N4CCOCC4)cc3)s2)cc1,-20%,-7%,-23%,-9%,-16%,?,-21%
O=S(=O)(NCCc1ccncc1)c1ccc(S(=O)(=O)N2CCCCCC2)cc1,-16%,8%,-18%,-6%,?,-15%,-7%
O=C1CSC(c2cccnc2)N1CCc1ccccn1 (stereo not drawn),0%[10 µM],16%,-4%[9.22 µM],2%,.,.,-4%
COc1ccc(CCNC(=O)CCNS(=O)(=O)c2cccc(Cl)c2)cc1OC,-33%[inhibitor],5%,2%,-2%,6%[46 µM],2%,-1%
CCCOC(=O)c1ccc(NC(=O)C2C3CCC(C3)C2C(=O)O)cc1 (stereo not drawn),.,-1%,15%,-14%,?,-4%,-5%
COc1cccc(-c2csc(N3CCN(C(=O)NC45CC6CC(CC(C6)C4)C5)CC3)n2)c1,-7%[10 µM],-3%,?,-6%,?,-3%,0%
NC(=O)CC[C@@H]1NC(=O)[C@H](CO)NC(=O)c2cc([N+](=O)[O-])cc(I)c2NCCC[C@@H](C(N)=O)NC(=O)[C@H](Cc2ccc(O)cc2)NC1=O,.,1%,1%,7%[2.36 µM],-2%,2%,3%
COC(=O)c1ccccc1NC(=O)C1CC(=O)N(c2ccc(C)cc2)C1 (stereo not drawn),11%,-3%,-13%,1%,-11%,2%,0%
Cc1cnc(NC(=O)CSc2nnc(-c3ccncc3)n2C2CCCCC2)s1,-2%,-8%,-8%,2%,3%,-3%,4%
Cc1cc(NC2CCCCC2)n2c(n1)nc1ccccc12,.,2%,.,3%,.,?,15%
Cc1ccc2nc(SCC(=O)N/N=C/c3ccco3)cc(C)c2c1,-14%,0%,10%,-8%,.,1%,7%

# Random draw from the library (roughly 1.5% active in at least one column).
